M. tuberculosis GlmU: inhibition of mycobacterial GlmU enzyme – biochemical, glucosamine-1-phosphate acetyltransferase (AID 1376); M. tuberculosis GlmU acetyltransferase enzyme assay; higher % means a stronger effect; inhibition, %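 (tested at 30 µM in the primary screen)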, or IC50 in µM where a hit was titrated; 0.25% of 220,000 active; in the data active = inhibition above about 13%; inconclusive = no clear call, values can overlap the other calls;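 also: 0% = complete reaction with vehicle and 100% = reaction without substrate; strong numbers were not always called active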
Mtb RmlCD inh: M. tuberculosis RmlC/RmlD inhibition | RmlC+RmlD coupled enzyme assay, percent inhibition; primary screen in compound mixtures | inhibition, % at 3.6 µM | 0.03% of 160,000 active | AID 1533; in the data active = inhibition mostly above about 34%, no sharp cut-off; inconclusive = no clear call, values can overlap the other calls; inactive = mostly below about 22%; also: some results filed as inactive read as strong as hits
Target sequence (P9WH09 whole entry, looked up): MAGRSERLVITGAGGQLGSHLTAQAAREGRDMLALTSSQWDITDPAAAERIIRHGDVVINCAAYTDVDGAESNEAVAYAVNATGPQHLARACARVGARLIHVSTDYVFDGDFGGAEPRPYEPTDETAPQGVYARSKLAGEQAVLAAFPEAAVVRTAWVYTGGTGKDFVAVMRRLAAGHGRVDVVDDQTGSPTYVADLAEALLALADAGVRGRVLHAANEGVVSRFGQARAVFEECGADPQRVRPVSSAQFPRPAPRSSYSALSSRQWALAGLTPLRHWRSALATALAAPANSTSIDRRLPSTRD
Target sequence (P9WH11 whole entry, looked up): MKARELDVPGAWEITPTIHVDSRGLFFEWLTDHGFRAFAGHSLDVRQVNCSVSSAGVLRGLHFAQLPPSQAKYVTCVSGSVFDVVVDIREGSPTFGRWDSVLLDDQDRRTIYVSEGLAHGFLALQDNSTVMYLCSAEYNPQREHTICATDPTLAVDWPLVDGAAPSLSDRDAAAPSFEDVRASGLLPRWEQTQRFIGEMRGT
Active calls of the source: *; ? = inconclusive; nt = not tested or not shown.

compound	M. tuberculosis GlmU	Mtb RmlCD inh
O=C(Nc1cccnc1)c1cnn2c(C(F)F)cc(C3CC3)nc12	1.6%	8
S=C(NCc1ccco1)NCC1CCCO1 (centres undefined)	0.6%	-7
COc1cc(NC(=O)C2=C(N3CCOCC3)/C(=C\c3ccc(N(C)C)cc3)CCC2)cc(OC)c1OC	0.0%	-1
CCOc1cc(C)nc(NCCc2ccc(OC)c(OC)c2)n1	-1.9%	-4
COc1ccc(/C(O)=C2/C(=O)C(=O)N(CCN3CCOCC3)C2c2ccc(C)cc2)cc1 (centres undefined)	6.4%	-6
COC(=O)c1cc(C(=O)c2ccccc2)n2c(=O)/c(=C\N(C)C)sc12	0.4%	-8
Cc1[nH]nc(SCC(=O)NCc2ccccc2)c1[N+](=O)[O-]	0.4%	-5
COCCSc1ccccc1C(=O)Nc1ccc(Cl)cc1	-0.4%	2
CC1CCCC2(C1)NC(=S)c1c(sc3c1CCCC3)N2 (centres undefined)	3.1%	-2
O=C(Nc1ccccc1[N+](=O)[O-])C1(c2ccccc2)CCOCC1	1.4%	-11
Cc1ccc(Cn2c(C)nc3c(c2=O)c2nc4ccccc4nc2n3Cc2ccco2)cc1	nt	11
O=C(/C=C/c1ccc(O)cc1)c1ccccc1	-4.6%	17
CC(O)CNc1ncnc2nc[nH]c12 (centres undefined)	-1.3%	-2
COc1ccc(NC(=O)C(OC)c2ccccc2)cc1Cl (centres undefined)	4.9%	-1
Cc1ccc(Cn2ncc3c(N4CCN(CC#N)CC4)ncnc32)cc1	-1.3%	-7
COc1cc(OC)cc(C(=O)NC2CCN(C(=O)N3c4ccccc4Sc4ccccc43)CC2)c1	-1.5%	7

Exported with each value named: 4 of the compounds above.
> O=C(Nc1ccccc1[N+](=O)[O-])C1(c2ccccc2)CCOCC1
  M. tuberculosis GlmU = 1.4% | Mtb RmlCD inh = -11
> Cc1ccc(Cn2c(C)nc3c(c2=O)c2nc4ccccc4nc2n3Cc2ccco2)cc1
  M. tuberculosis GlmU = nt | Mtb RmlCD inh = 11
> O=C(/C=C/c1ccc(O)cc1)c1ccccc1
  M. tuberculosis GlmU = -4.6% | Mtb RmlCD inh = 17
> CC(O)CNc1ncnc2nc[nH]c12 (centres undefined)
  M. tuberculosis GlmU = -1.3% | Mtb RmlCD inh = -2

(cont.)
compound	M. tuberculosis GlmU	Mtb RmlCD inh
CCOC(=O)c1ccccc1NC(=O)CSc1nc2ccccc2c(=O)[nH]1	1.4%	5
CSc1cccc(NC(=S)N(CCN(C)C)C(C)c2ccncc2)c1 (centres undefined)	1.7%	2
COc1ccc(-c2c(C(C)=O)c(C)nc3sc4c(=N)n(N)cnc4c23)cc1	-2.1%	nt
CC(C)CC(C(=O)NC1CCCC1)N(Cc1cccs1)C(=O)c1snc(C(N)=O)c1N (centres undefined)	0.8%	nt
CC1(C)Cc2c(ccc3ccccc23)C(NNC(=O)c2cccnc2)=N1	-1.1%	-2
COc1cccc(C(=O)Nc2ccc(F)c(F)c2F)c1	-0.6%	nt
O=C(CC(O)(c1ccccc1)C(F)(F)F)c1cccs1 (centres undefined)	0.5%	11
COc1ccc(NC(=O)C2CCCN(S(=O)(=O)c3c(C)n[nH]c3C)C2)cc1OC (centres undefined)	0.3%	3

Full records as entered above. Values in the order: M. tuberculosis GlmU	Mtb RmlCD inh
Listed for COc1ccc(NC(=O)C2CCCN(S(=O)(=O)c3c(C)n[nH]c3C)C2)cc1OC (centres undefined) = 0.3%	3
Listed for O=C(CC(O)(c1ccccc1)C(F)(F)F)c1cccs1 (centres undefined) = 0.5%	11

Next part:
compound	M. tuberculosis GlmU	Mtb RmlCD inh
CC(C)NC(=O)NC(=O)COC(=O)c1ncc(Cl)c(Cl)c1Cl	4.2%	nt
CC(=O)N(CN1C(=O)CCC1=O)c1ccc(Cl)c(Cl)c1	-0.6%	-2
O=C(Cn1ccc([N+](=O)[O-])n1)N1CCCCCC1	-1.9%	nt
CCOC(=O)C1(C(F)(F)F)N=C(C(F)(F)F)Nc2ccc(F)cc21 (centres undefined)	1.5%	nt
O=C(/C=C/c1cccc([N+](=O)[O-])c1)NCCN1CCOCC1	-0.3%	2
CCC1=C(OC(=O)N(CC)CC)N2C(=O)OC(=NCC3CC3)[C@]2(C)[C@H]2C1=CC[C@H]1C(=O)N(CC)C(=O)[C@H]12	1.4%	nt
COC(=O)c1sc(N)nc1C(C)(C)C	1.5%	7
COc1cc2c3c(c1OC)C1(C=CC(=O)C=C1)CC3N(C(C)=O)CC2 (centres undefined)	-1.1%	nt
CCN(CC)S(=O)(=O)c1ccc(C(=O)NCCCn2ccnc2)cc1	1.7%	-6
COc1cc(/C=N/Nc2cccc(C)c2)ccc1OC(=O)c1cccs1	0.5%	5
C=CCNC(=O)COC(=O)c1cc(S(=O)(=O)N2CCOCC2)ccc1N1CCCCC1	0.0%	-7
CCOCCCNCC(O)c1ccccc1 (centres undefined)	0.6%	-5
CCOc1ccccc1C(=O)Nc1cnn(Cc2ccc(F)cc2)c1	1.6%	-13
COc1ccc(-c2csc(/C(C#N)=C(\O)CSc3nccn3C)n2)cc1OC	7.6%	6
COc1ccc(O)c(CN2CCCC(C(=O)c3ccccc3SC)C2)c1 (centres undefined)	5.2%	-13
Cc1ccc(S(=O)(=O)Nc2ccccc2/C=N/c2nc3ccccc3n2C)cc1	4.6%	nt
COc1cc(C(C(=O)NC(C)(C)C)N(Cc2ccccc2)C(=O)c2cnccn2)cc(OC)c1OC (centres undefined)	0.1%	1
CN(C)S(=O)(=O)c1cccc(NC(=S)NN=C(Cc2ccccc2)Cc2ccccc2)c1	1.8%	-31
Cc1nc(SCCOc2ccccc2)[nH]c(=O)c1Cc1ccccc1	0.9%	8
Cn1c(NC(=O)c2ccco2)cc(=O)n(C)c1=O	8.3%	nt
OC1(c2ccc(OC(F)F)cc2)CSC(=Nc2cccnc2)N1Cc1ccco1 (centres undefined)	-6.3%	-2
O=C(c1ccccc1F)N1CCCC(C(=O)N2CCN(c3ccccc3)CC2)C1 (centres undefined)	4.8%	7
Nc1nc(Cl)cc(NCCc2ccccc2)n1	3.0%	-4
CCc1ccccc1NC(=S)N(CCN1CCCCCC1)Cc1ccco1	9.0%	0
O=C1NCCCc2c1oc1ccc(O)cc21	0.8%	-17
O=S(=O)(c1ccc(Cl)cc1)n1nnc2ccccc21	-4.3%	3
Cc1noc(C(F)(F)F)c1C(=O)NNC(=O)c1ccccc1	3.9%	6
O=C(CN1CCCC1)NC12CC3CC(CC(C3)C1)C2	0.6%	-8
Oc1ccccc1/C=C/c1noc(-c2ccccc2O)n1	0.1%	6
CC(C)CCn1cnc2c(oc3nc4c(cc32)CCCC4)c1=O	nt	-10
CCC(=O)NCCC(c1ccco1)c1ccccc1OC (centres undefined)	-0.8%	-3
COc1ccc2c(c1OC)C(=O)N(c1ccccc1)C2=O	2.3%	11
O=c1c(-c2nc3ccccc3s2)cccn1Cc1ccc(Cl)c(Cl)c1	12%	16
Cc1c(Cl)c([N+](=O)[O-])nn1CC(=O)N1CCN(Cc2ccccc2)CC1	0.0%	5
NC(=O)c1c(NC(=O)Cn2nc(C(=O)O)c3ccccc3c2=O)sc2c1CCCC2	-7.0%	nt
O=S(=O)(NCc1ccc(Cl)cc1Cl)c1ccc(N2CCOCC2)nc1	-6.4%	nt
CCOC(=O)c1cc(-c2ccc(C)o2)n[nH]1	5.6%	3
COCCn1nnnc1C(c1cc2cc(C)cc(C)c2[nH]c1=O)N1CCN(c2ccccc2F)CC1 (centres undefined)	-1.0%	10
CCOCCCNC(=O)CNC(=S)N(Cc1ccc(C)cc1)Cc1ccco1	4.3%	-11
CCS(=O)(=O)N1CCN(c2ccc(S(=O)(=O)N3CCOCC3)cc2)CC1	nt	-7

Additional compounds follow.
Every second line gives: M. tuberculosis GlmU | Mtb RmlCD inh
O=Cc1cn(Cc2c(F)cccc2Cl)c2ccccc12
    5.7% | -4
Cc1cccc(Cn2ccc(N)n2)c1
    7.0% | -15
N#Cc1c(-c2ccccc2F)cc(-c2cccnc2)nc1N
    8.2% | -3
O=S(=O)(NCc1ccccc1)c1ccc2c(c1)OCCO2
    0.9% | nt
COc1ccc(/C=C2/C(=O)N(Cc3ccco3)C(=O)N(C(C)C)C2=O)cc1
    24% | nt
CCc1c(C#N)c(SCCC(=O)Nc2ccc(C)cc2)nc2c1C(=O)CC(C)(C)C2
    1.8% | 4
COc1ccc(C(CC(=O)N2CCCCC2)NC(=O)C(F)(F)F)cc1 (centres undefined)
    0.5% | 4
CCOC(=O)C1=C(O)/C(=C/c2ccc(OCC(=O)O)c(OCC)c2)SC1=Nc1ccc(C)cc1
    4.5% | -6
Cc1cccc(-n2ccnc2SCC(=O)Nc2nccs2)c1
    -4.7% | -3
C/C(=N\NC(=O)c1ccn[nH]1)c1cn(C)nc1C
    -1.7% | nt
CCc1nnc(NC(=O)CCC(=O)NCc2ccc(OC)cc2)s1
    0.7% | 8
N#Cc1c(Cl)cccc1N1CCCC1
    6.4% | -3
COc1ccc(-c2noc(CCC(=O)NC3CCN(Cc4ccccc4)CC3)n2)cc1
    -0.4% | -5
COC(=O)c1ccc2nc(NC(=O)CN3C(=O)CCC3=O)sc2c1
    3.2% | 1
Cc1c(C(=O)CN2CCSCC2)c2ccccc2n1C
    3.7% | nt
CCOc1ccc(C(=O)NC(C)(C)CC)cc1
    -1.2% | -8
CN(C)C(=O)CN1CCN(c2nc3nonc3nc2N2CCCCC2)CC1
    -0.5% | -7
Cc1cc(/C=N\NC(=O)CC(=O)NC2CCCCC2)c(C)n1-c1ccc(Cl)c(Cl)c1
    0.0% | 8
Cc1cccc(CNc2ccc(C(CC(N)=O)NC(=O)c3cccc(Br)c3)cc2[N+](=O)[O-])c1 (centres undefined)
    -0.2% | nt
Cc1oc(C(C)(C)C)cc1C(=O)NCC(=O)NCC(=O)O
    -0.8% | nt
CC1CN(C(=O)c2cc3c(=O)n4ccccc4nc3s2)CC(C)O1 (centres undefined)
    1.3% | 6
O=C(c1nnc(-c2ccc(Cl)cc2)o1)C1CCCC1
    0.9% | 6
Cn1nc(C(=O)Nc2ccc(S(=O)(=O)Nc3ncccn3)cc2)ccc1=O
    -2.2% | nt
CCCn1nnc(NC(=O)c2cccc(OCC(C)C)c2)n1
    5.9% | nt
Cc1cc(C)c2nc(N3CCCN(C(=O)c4cnccn4)CC3)c(C#N)cc2c1
    3.0% | nt
CCc1nc(SCc2cccnc2)c(C#N)cc1C
    -0.4% | 6
CCN(CC)c1ccc2cc(C(=O)Nc3ccccn3)c(=O)oc2c1
    1.5% | 2
Cc1nnnn1/C(=C\c1ccccc1)C(=O)OCC(=O)NC(C)(C)C
    0.0% | nt
Cc1ccc(C(=O)Nc2ccc(C(=O)N/N=C/c3ccncc3)cc2)cc1
    -1.8% | 8
CCn1c2ccccc2c2cc(NC(=O)CSc3nnc(-c4cccc(F)c4)o3)ccc21
    2.1% | 5
CCOC(=O)N1CCN(C(=O)COc2ccc3c(c2)C(=O)CC2(CCN(C(C)=O)CC2)O3)CC1
    2.9% | 13
NC(=O)CSc1nc2cc([N+](=O)[O-])ccc2n1-c1cccc(C(F)(F)F)c1
    -5.4% | -5
O=C(Oc1cccc(Br)c1)c1cccnc1
    -7.1% | -3
O=C(c1ccc2c(=O)n3c(nc2c1)CCCCC3)N1CCN(c2ccc(F)cc2)CC1
    -1.6% | 11
CCOC(=O)NC(=O)COC(=O)c1ccc(Sc2ncn[nH]2)c([N+](=O)[O-])c1
    4.1% | -2
O=c1c(F)cn(C2CCCO2)c(=O)n1Cc1c(F)cccc1Cl (centres undefined)
    -3.3% | 8
COc1ccc(NC(=O)CN2CC=C(c3ccccc3)CC2)cc1S(=O)(=O)N1CCOCC1
    1.5% | -9
O=C(NN=C1CCCC1)c1n[nH]c2c1CCC2
    6.1% | nt
Cc1cccc(NC(=O)N2CCC(NC(=O)c3ccccc3C)CC2)c1
    6.2% | nt
Oc1cc(Cc2ccccc2)cnc1CN1CCCCC1
    -0.1% | 15
c1ccc(-c2ncnc3nc4n(c23)CCC4)cc1
    0.3% | ?
Cc1nccn1-c1ccc(C(F)(F)F)cc1[N+](=O)[O-]
    7.2% | 10
COc1ccc(C(=O)C2CCCN(C(=O)c3ccoc3C)C2)cc1F (centres undefined)
    -1.0% | nt
CC(=O)Nc1sc(N/N=C\c2cccc(Cl)c2)nc1-c1cccs1
    -2.3% | -2
O=C(CNCc1ccc(Cl)cc1)Nc1cccc(C(=O)O)c1
    nt | -12
Cc1cc(C)nc(SCc2cc(=O)c(OC(=O)c3ccco3)co2)n1
    -3.4% | nt
COc1ccc(NC(=O)c2c(OC)cccc2OC)c(OC)c1
    0.0% | nt
COc1ccc(CS(=O)(=O)c2nc(C)cc(C)c2S(C)(=O)=O)cc1
    -1.8% | -2
Cc1ccc(NCc2nnc(SCC(=O)O)n2Cc2ccccc2)cc1Cl
    3.5% | nt
CCOC(=O)c1cc(-c2ccccc2)sc1NC(=O)C(C)OC(=O)c1cccnc1Cl (centres undefined)
    -2.6% | nt
COc1ccc(Nc2nc(-c3ccc(OC)cc3)c(CCC(=O)O)s2)cc1
    4.9% | nt
CCOc1ccccc1NC(=O)c1ccc(NC(=O)c2ccco2)cc1
    1.9% | nt
O=C(COC(=O)[C@@H]1CCCN1S(=O)(=O)c1ccc(Cl)cc1)NC12CC3CC(CC(C3)C1)C2
    -1.2% | nt
CC(C)(C)c1ccc(C(=O)CC(Sc2ccc(Cl)cc2)C(=O)O)cc1 (centres undefined)
    1.9% | 7
Cc1ccc(C2(C)NC(=O)N(CC(=O)Nc3cccnc3Cl)C2=O)cc1 (centres undefined)
    0.9% | 10
CCOC(=O)CN(Cc1ccc(OC)c(OC)c1)S(=O)(=O)c1ccc(OC)cc1
    -0.1% | -7

High-throughput results deposited in PubChem by several laboratories.

These rows are one share of the data. The share of hits here may be higher or lower than overall.
